ELG1 genotoxic: qHTS screen for small molecules that induce genotoxicity in human embryonic kidney (HEK293T) cells expressing luciferase-tagged ELG1; Potency, µM (titrated, usually from 46 µM), without a hit: top-dose activity change, positive = activation, usual class: activators; 330,000 compounds, 1.3% hits; HEK293T ELG1-luciferase reporter, luminescence, 16 h; AID 504466, 2011; also: potency is read from the fitted curve at half-maximal effect; % of control where 0% means no effect; nearly all actives have a fitted effect of over 60% in size
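DMSO vehicle served as control against compound-treated ELG1-luciferase HEK293T cells; exposure lasted 16 hr at 37 °C and 5% CO2, followed by ONE-Glo luminescence detection after 30 min.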
FLuc counter: qHTS profiling assay for firefly luciferase inhibitor/activator using purifed enzyme and Km concentrations of substrates (counterscreen for miR-21 project). Luciferin 4-monooxygenase (Photinus pyralis), P08659. purified FLuc, Km substrates, luminescence inhibition. Potency, µM (highest dose often 57.5 µM), for the others: at the highest dose activity change, negative = inhibition, usual class: inhibitors. 360,000 compounds, 6.9% hits;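 also: potency is read from the fitted curve at half-maximal effect; plate controls were vehicle for no effect and reference inhibitor for full effect; nearly all actives have a fitted effect of over 55% in size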
Target sequence (P08659 whole entry, looked up): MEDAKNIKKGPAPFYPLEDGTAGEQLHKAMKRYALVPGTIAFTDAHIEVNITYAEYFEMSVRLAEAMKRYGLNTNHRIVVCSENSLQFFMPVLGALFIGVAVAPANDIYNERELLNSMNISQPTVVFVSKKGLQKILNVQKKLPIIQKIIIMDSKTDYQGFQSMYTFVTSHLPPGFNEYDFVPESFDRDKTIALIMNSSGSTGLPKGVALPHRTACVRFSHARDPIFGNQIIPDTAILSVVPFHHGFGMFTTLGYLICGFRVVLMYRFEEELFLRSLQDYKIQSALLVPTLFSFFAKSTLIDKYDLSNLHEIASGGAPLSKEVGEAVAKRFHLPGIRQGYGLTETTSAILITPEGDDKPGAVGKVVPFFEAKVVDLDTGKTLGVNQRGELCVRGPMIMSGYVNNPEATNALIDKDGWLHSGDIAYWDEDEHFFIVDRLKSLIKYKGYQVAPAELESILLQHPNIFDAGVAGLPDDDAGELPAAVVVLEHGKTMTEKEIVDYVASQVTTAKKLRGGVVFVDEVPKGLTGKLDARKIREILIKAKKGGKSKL
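Biochemical qHTS of compounds, final roughly 60 µM downward over six points, against 10 nM purified firefly luciferase using Km concentrations of substrates (10 uM D-luciferin, 10 uM ATP) in Tris acetate pH 7.5 buffer; luminescence output.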
Rab9 promoter act: qHTS Assay for Rab9 Promoter Activators; 320,000 compounds, 2.8% hits; AID 485297, 2010; Huh7 Rab9 promoter-luciferase reporter, luminescence, 24 h; Potency, µM (top dose mostly 9.22 µM), inactives show at the top dose activation, negative = inhibition, actives largely listed as activators; also: potency is read from the fitted curve at half-maximal effect; % of control where 0% means no effect; nearly all actives have a fitted effect of over 60% in size
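Rab9 promoter-driven luciferase in stably transfected Huh7 cells; 1500 cells/well rested 2 h, exposed to compound in DMSO for 24 h at 37 °C, 5% CO2. Luminescence read 10 min after adding luciferase reagent at ambient temperature.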
Tb PFK inh: qHTS Assay to Find Inhibitors of T. brucei phosphofructokinase; T. brucei PFK, ADP-Glo luminescence; Potency, µM (doses to about 57.5 µM), inactives show top-dose activity, negative = inhibition, hits mostly inhibitors; 330,000 compounds, 0.17% hits; AID 485367, 2010;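 also: potency is read from the fitted curve at half-maximal effect; 0% = uninhibited 1x PFK enzyme wells and -100% = no-enzyme wells; nearly all actives have a fitted effect of over 60% in size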
Target sequence (O15648 whole entry, looked up): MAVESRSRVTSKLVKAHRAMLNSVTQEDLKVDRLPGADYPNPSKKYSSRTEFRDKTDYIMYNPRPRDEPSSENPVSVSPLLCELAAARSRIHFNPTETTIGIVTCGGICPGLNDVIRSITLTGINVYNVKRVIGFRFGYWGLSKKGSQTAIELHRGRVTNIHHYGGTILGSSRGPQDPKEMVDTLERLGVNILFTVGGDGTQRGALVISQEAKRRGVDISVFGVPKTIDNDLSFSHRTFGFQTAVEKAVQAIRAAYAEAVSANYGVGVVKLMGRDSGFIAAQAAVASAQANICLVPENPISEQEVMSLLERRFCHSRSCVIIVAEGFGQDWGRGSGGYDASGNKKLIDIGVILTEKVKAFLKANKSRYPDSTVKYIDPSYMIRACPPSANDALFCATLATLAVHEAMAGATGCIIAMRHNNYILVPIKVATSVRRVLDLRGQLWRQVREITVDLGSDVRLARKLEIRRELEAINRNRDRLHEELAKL
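Luminescent ADP detection (ADP-Glo, two-step: ATP depletion then ADP-to-ATP conversion for luciferase) reported PFK activity after 45 min room-temperature reaction of 1.25 nM enzyme with 0.5 mM F6P and 0.1 mM ATP at pH 8.0.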
TRPV1 ag: HTS Assay for Compounds that Act as Agonists of the Vanilloid Receptor 1; AID 540275, 2011; activation, % at 8.33 µM; TRPV1-expressing cells, Fluo-8 calcium influx, agonist mode; 320,000 compounds, 0.19% hits; in the data active = activation above about 80%; inconclusive = between about 30% and that limit; also: 0% is about no effect
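Cells expressing TRPV1 were dye-loaded with Fluo-8 and read kinetically: 10 s baseline, 3 min after compound (agonist portion), then 2 min after EC20 capsaicin (allosteric enhancer portion). Calcium-bound dye fluorescence at 480/520 nm.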
p53 reactivator: qHTS assay for re-activators of p53 using a Luc reporter; 320,000 compounds, 0.063% hits; H1299 p53-A138V BP100-luciferase reporter, luminescence, 24 h; AID 504706, 2011; Potency, µM (highest dose often 92.2 µM), inactives show at the top dose activity change, positive = activation, usual class: activators; also: potency is read from the fitted curve at half-maximal effect; % of control where 0% means no effect; nearly all actives have a fitted effect of over 45% in size
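p53-null H1299 cells stably carrying temperature-sensitive p53-A138V and a BP100-luciferase reporter were pinned with compounds (4-point, 1:5 series) and held 24 hrs at 37 deg C. Luminescence was read 10 min after detection reagent.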
Gal4-VP16 FLuc: VP16 counterscreen qHTS for inhibitors of ROR gamma transcriptional activity; AID 2546, 2010; Drosophila S2 Gal4-VP16 UAS-luciferase, luminescence, 20 h; Potency, µM (series often up to 53.6 µM), for inactives: at the top dose activity, negative = inhibition, usual class: inhibitors; 310,000 compounds, 3.5% hits;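 also: Gal4-VP16 expression switched on by copper sulfate through the metallothionein promoter; potency is read from the fitted curve at half-maximal effect; % is scaled to controls: 0 for no effect and ±100 for the full control effect; nearly all actives have a fitted effect of over 50% in size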
BRCA1 expr up: qHTS Assay to Identify Small Molecule Activators of BRCA1 Expression. 380,000 compounds, 1.1% hits. MCF7-BRCA1-FFLuc reporter, luminescence, 48 h; response scale: scaled: vehicle 0%, 10 µM genistein 100%. AID 624202, 2012. Potency, µM (series often up to 46.1 µM), for the others: at the top dose activation, hits mostly activators; also: potency is read from the fitted curve at half-maximal effect; nearly all actives have a fitted effect of over 80% in size; some results filed as inactive show a strong effect at the top dose
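Luminescence from a BRCA1-driven firefly luciferase in MCF7 cells was the read-out, taken 15 min after substrate addition following 48 h compound exposure at 37 °C. Data were normalized to a 10 microM genistein control and DMSO vehicle.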
ELG1 repair inh: qHTS screen for small molecules that inhibit ELG1-dependent DNA repair in human embryonic kidney (HEK293T) cells expressing luciferase-tagged ELG1 | Potency, µM (top dose mostly 46.1 µM), without a hit: top-dose activity change, negative = inhibition, most hits filed as inhibitors | HEK293T ELG1-luciferase reporter, luminescence, 16 h; DNA damage induced by 5-fluorouridine | 330,000 compounds, 2.3% hits | AID 504467, 2011; also: potency is read from the fitted curve at half-maximal effect; % is scaled to controls: 0 for no effect and ±100 for the full control effect; nearly all actives have a fitted effect of over 55% in size
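DMSO vehicle served as the neutral condition. Each well held 2,000 cells given 5-fluorouridine plus compound; after 16 hr at 37 °C/5% CO2, ONE-Glo was added and luciferase measured 30 min later.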
NPC1 promoter act: qHTS Assay for NPC1 Promoter Activators | Huh7 NPC1 promoter luciferase reporter, 24 h | AID 485313, 2010 | Potency, µM (top dose mostly 9.22 µM), inactives show at the highest dose activation, hits mostly activators | 320,000 compounds, 2.4% hits;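 also: potency is read from the fitted curve at half-maximal effect; % of control where 0% means no effect; nearly all actives have a fitted effect of over 60% in size; reporter is driven by a mutant NPC1 promoter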
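Huh7 reporter cells (NPC1 promoter driving luciferase) are dosed with compound for 24 h at 37 °C, 5% CO2; luciferase detection reagent is then added and luminescence measured after 10 min at ambient temperature.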
RORg inh: qHTS for inhibitors of ROR gamma transcriptional activity. Nuclear receptor ROR-gamma (Mus musculus), P51450. Drosophila S2 Gal4-RORgamma UAS-luciferase reporter, 20 h. Potency, µM (doses to about 53.6 µM), for the others: top-dose activity change, negative = inhibition, hits mostly inhibitors. 310,000 compounds, 5.4% hits; also: potency is read from the fitted curve at half-maximal effect; % is scaled to controls: 0 for no effect and ±100 for the full control effect; nearly all actives have a fitted effect of over 60% in size
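Schneider cells (Drosophila), stable Gal4 DBD–ROR gamma + UAS-luc; 1 hr cmpd preincubation; Cu2+ induction 700 uM final; 20 hr ambient; luminescence.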
Numbers without * were called inactive; ? = inconclusive; / = no result given; & = joins results of further samples; [ ] = dose if it differs, or a comment. Unless noted, calls follow the shape of the dose curve; as a rule, active = well fitted curve in the direction sought with a large enough effect; inconclusive = small, poorly fitted or top-dose-only effect, or another doubt; inactive = no such curve, though single readings can be large; an effect the other way counts as inactive or inconclusive.

SMILES	ELG1 genotoxic	FLuc counter	Rab9 promoter act	Tb PFK inh	TRPV1 ag	p53 reactivator	Gal4-VP16 FLuc	BRCA1 expr up	ELG1 repair inh	NPC1 promoter act	RORg inh
COc1cccc(-c2nn(C)c3sc(C(=O)N4CCOCC4)cc23)c1	-2%	-10%	-1%	-1%	/	1%	-14%	-22%	18µM*	1%	?
Cn1c(C(=O)O)c(CC(=O)N2CCC(Cc3ccccc3)CC2)c2ccccc21	0%	-2%	-7%	-1%	-2	-9%	7%	-14%	?	-1%	-2%
O=C(c1cc2ccccc2oc1=O)N(Cc1ccco1)C1CCS(=O)(=O)C1 (stereo not given)	18µM*	15µM*	?	-5%	-1	?	-2%	92%	?	?	?
O=C1CC(c2ccco2)CC(O)=C1C=Nc1cc(Cl)cc(Cl)c1 (stereo not given)	2%	?	-4%	-23%	1	1%	3%	-20%	5%	-1%	3%
O=C(/C=C/c1cccc(Br)c1)NC1CCN(Cc2ccccc2)CC1	-4%	1%	-1%	-7%	1	-5%	-5%	-36%	-20%	-8%	0%
O=C(COC(=O)Cc1cccs1)Nc1ccccc1	1%	-19%	9%	-7%	30	4%	4%	-6%	10%	-1%	3%
CCOc1ccc(CN(C)C(C)C(=O)Nc2ccc([N+](=O)[O-])cc2Cl)cc1OC (stereo not given)	-1%	2%	-4%	1%	4	-17%	-12%	-52%	15µM*	0%	28%
O=C(CCCC(=O)c1ccccc1)Nc1ccc(F)cc1	-1%	-11%	-5%	-1%	?	1%	-2%	0%	0%	1%	9%
CCCCCOc1ccc(N2C(=O)CC(N(O)c3ccccc3)C2=O)cc1 (stereo not given)	10%	1%	9%	2%	2	2%	-6%	9%	13%	5%	11%
COc1ccc(NC(=O)COC(=O)c2n[nH]c3ccccc23)c(OC)c1	-2%	-1%	3%	-2%	3	0%	/	-36%	-16%	1%	/
COCCCn1c(SCC(=O)NC(C)C)nnc1-c1ccccc1	0%	3%	1%	-1%	-1	11%	1%	0%	2%	-2%	19%
O=C(Nc1cccc2nsnc12)c1ccc(-c2cccc(Cl)c2)o1	4%	-15%	-3%	1%	-1	-2%	?	7%	?	-1%	?
CN1CCN(S(=O)(=O)c2ccc(Cl)cc2)CC1	-1%	-10%	-4%	-1%	-4	8%	-4%	-13%&-10%	-21%	9%	-3%
COc1cc(C)c(S(=O)(=O)NC2CC(C)(C)NC(C)(C)C2)cc1C	-3%	1%	-6%	-3%	-8	0%	5%	-4%	13%	5%	-5%
Cn1c(CN2CCCCC2)c(C#N)c2ccccc21	-1%	4%	-4%	-11%	13	-1%	-1%	0%	1%	-3%	-13%
CCNC(=O)c1cc2c(=O)n3cccc(C)c3nc2n(CCc2ccccc2)c1=N	?	-1%	0%	0%	-5	11%	/	-35%	?	0%	-23%[0.365 µM]
CCO[C@H]1OC(C(=O)Nc2ccccc2)=C[C@@H](C2CC2)[C@@H]1CCCO	-5%	-2%	-4%	2%	-1	0%	-2%	0%	-19%	-3%	9%
CC(C)CCn1c(SCCc2ccccc2)nc2c1c(=O)[nH]c(=O)n2C	10%	2%	-1%	-1%	?	13%	5%	-23%	-12%	-1%	-37%
Cc1ncc([N+](=O)[O-])n1CC(=O)Nc1ccc(Cl)cc1	-5%	-2%	-2%	1%	1	-2%	-5%	3%	1%	-2%	10%
C=CCn1c(SCC(=O)NC2CC2)nnc1-c1cccs1	6%	4%	-4%	1%	2	16%	-2%	3%	-4%	-5%	-2%
O=C1OC(c2ccccc2)/C(=C(/O)c2ccccc2)C1=O (stereo not given)	?	1%	-4%	1%	0	?	-20%	44%	?	2%	36%
CCOc1ccc(CC(=O)Nc2ccc(S(=O)(=O)N3CCCC3)cc2)cc1	-4%	0%	1%	-2%	2	-12%	-3%	-26%	-16%	-6%	9%
O=C(NCCN1CCN(c2ccccc2)CC1)c1cccn2c(=O)c3ccccc3nc12	-5%	6%	2%	0%	2	2%	-12%	-8%	?	1%	21%
CN(CCC1CCCCO1)C(=O)CCc1nnc(CCCCc2ccccc2)o1 (stereo not given)	1%	?	0%	1%	1	0%	12%	36%	9%	-3%	27%
O=C(Cc1ccc([N+](=O)[O-])cc1)NCc1ccccc1Cl	1%	-12%	-1%	-16%	?	-7%	-3%	16%	14%	1%	20%
O=C(/C=C/c1ccco1)Nc1ccc2c(c1)OCO2	?	6µM*	0.79µM*	-11%	?	-1%	5%	66%	?	1.8µM*	-24%
CN1CC2=Cc3ccccc3OC23Oc2ccccc2C=C3C1	-3%	1%	12%	6%	25	?	6%	-76%[inhibitor]	-13%	0%	-42%
C/C(=N\NC(=S)Nc1ccc(C)cc1)c1cc2ccccc2o1	1%	12µM*	-2%	4%	4	12%	0.79µM*	-20%	?	-2%	?
COc1cccc(-c2[nH]nc3c2C(c2ccoc2)C(C#N)=C(N)O3)c1 (stereo not given)	-1%	1%	-6%	0%	-1	7%	-2%	-10%	0%	1%	11%
Cc1cc(C)c2nc(NC(=O)C3CSC4(C)CCC(=O)N34)sc2c1 (stereo not given)	-1%	?	-17%	0%	6	-3%	/	-42%	13%	-19%	/

Of the compounds above, these have a Cl atom.
SMILES	ELG1 genotoxic	FLuc counter	Rab9 promoter act	Tb PFK inh	TRPV1 ag	p53 reactivator	Gal4-VP16 FLuc	BRCA1 expr up	ELG1 repair inh	NPC1 promoter act	RORg inh
O=C1CC(c2ccco2)CC(O)=C1C=Nc1cc(Cl)cc(Cl)c1 (stereo not given)	2%	?	-4%	-23%	1	1%	3%	-20%	5%	-1%	3%
CCOc1ccc(CN(C)C(C)C(=O)Nc2ccc([N+](=O)[O-])cc2Cl)cc1OC (stereo not given)	-1%	2%	-4%	1%	4	-17%	-12%	-52%	15µM*	0%	28%
O=C(Nc1cccc2nsnc12)c1ccc(-c2cccc(Cl)c2)o1	4%	-15%	-3%	1%	-1	-2%	?	7%	?	-1%	?
CN1CCN(S(=O)(=O)c2ccc(Cl)cc2)CC1	-1%	-10%	-4%	-1%	-4	8%	-4%	-13%&-10%	-21%	9%	-3%
Cc1ncc([N+](=O)[O-])n1CC(=O)Nc1ccc(Cl)cc1	-5%	-2%	-2%	1%	1	-2%	-5%	3%	1%	-2%	10%
O=C(Cc1ccc([N+](=O)[O-])cc1)NCc1ccccc1Cl	1%	-12%	-1%	-16%	?	-7%	-3%	16%	14%	1%	20%

(listing goes on)
SMILES	ELG1 genotoxic	FLuc counter	Rab9 promoter act	Tb PFK inh	TRPV1 ag	p53 reactivator	Gal4-VP16 FLuc	BRCA1 expr up	ELG1 repair inh	NPC1 promoter act	RORg inh
O=C(Nc1ccc(S(=O)(=O)NC2=NCCCCC2)cc1)c1ccc(C(F)(F)F)cc1	-7%	?	-7%	8%	7	-1%	-12%	2%	-21%	-5%	25%
O=C(O)c1ccc(COc2c(F)c(F)c(F)c(F)c2F)o1	16%	0%	10%	2%	-2	11%	19%	0%	?	1%	?
O=C1CCC/C1=C/Nc1cccc(F)c1	10%	-16%	1%	-2%	13	6%	-14%	-3%	?	2%	-1%
CN1CCc2c1nc1ccccc1c2NC(=O)CN1CCCC1	0%	3%	2%	-2%	4	8%	-12%	-7%	-18%	-4%	-21%
COc1ccc(Cl)cc1C(=O)NNC1CC(=O)N(Cc2ccc(Cl)cc2)C1=O (stereo not given)	0%	-4%	3%	3%	5	-3%	11%	-20%	1%	0%	14%
O=c1c2c([N+](=O)[O-])cc([N+](=O)[O-])cc2sn1-c1ccc(Br)cc1	-1%	21µM*	-1%	?	6	18%	10µM*	-2%	10%	-5%	8.9µM*
CCOC(=O)c1[nH]c(C)c(C(=O)N(C)Cc2ccccc2)c1C	2%	12%	?	0%	14	-11%	-4%	5%	12%	1%	32%

Screens from PubChem.
